tim23-1 inh – growth inhibitors of tim23-1 mutant yeast; inhibition, % at 20 µM; actives 1.3% (n = 330,000); AID 463212; S. cerevisiae tim23-1 growth, BacTiter-Glo luminescence, 24 h;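 active = growth inhibition of the mutant yeast at or above 50%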;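 also: temperature-sensitive mutant grown at 25 °C; plate controls were DMSO-treated mutant yeast for no effect and medium wells lacking yeast for full effect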
tim10-1 inh – growth inhibitors of tim10-1 mutant yeast; S. cerevisiae tim10-1 ts strain growth, BacTiter-Glo, 24 h; inhibition, % at 20 µM; actives 2.2% (n = 330,000);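 active = inhibition of at least 40%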;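 also: mutant grown at 25 °C; 0% = DMSO wells with yeast and 100% = wells holding no yeast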
Mdm2-MdmX inh – inhibitors of human Mdm2/MdmX interaction. O15151+Q00987. SaOS-2 split-luciferase Mdm2/MdmX complementation, luminescence. inhibition, % at 8 µM. actives 3% (n = 330,000);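 active = inhibition of at least 50% at 8 µM in the primary screen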
APJ ag – APJ receptor agonism. P35414. CHO-K1 APJ PathHunter beta-arrestin, luminescence; 0% DMSO wells, 100% apelin. activation, % at 20 µM. actives 0.11% (n = 330,000). AID 2520;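 active = activation more than six SD over the plate average, tested at 20 µM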;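 also: 0% = DMSO alone and 100% = apelin-13 at 10 nM; some results filed as inactive read as strong as hits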
Target sequence (P35414 whole entry, looked up): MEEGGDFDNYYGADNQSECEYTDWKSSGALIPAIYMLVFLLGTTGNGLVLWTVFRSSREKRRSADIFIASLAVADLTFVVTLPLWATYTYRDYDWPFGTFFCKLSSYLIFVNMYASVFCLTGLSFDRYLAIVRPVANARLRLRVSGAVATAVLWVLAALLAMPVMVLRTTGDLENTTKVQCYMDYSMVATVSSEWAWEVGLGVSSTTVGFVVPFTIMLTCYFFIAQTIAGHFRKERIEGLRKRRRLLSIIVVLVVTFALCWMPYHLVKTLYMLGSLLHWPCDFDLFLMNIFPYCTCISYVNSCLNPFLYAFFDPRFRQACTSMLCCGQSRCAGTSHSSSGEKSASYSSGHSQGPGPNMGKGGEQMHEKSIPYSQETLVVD
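Test system: CHO-K1 APJ beta-arrestin complementation cell line. Amount: cell density 1000 per well. Controls: DMSO negative, 10 nM Apelin-13 positive. Signal: luminescent beta-gal fragment complementation, chemiluminescent substrate. Read-out basis: agonist-driven arrestin binding to APJ. Timing: compound stimulation 90 min at 25 °C, detection 60 min.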
TIM10 inh – TIM10 yeast growth inhibition | S. cerevisiae TIM10 strain growth, BacTiter-Glo luminescence, 24 h | inhibition, % at 10 µM | actives 1.4% (n = 330,000);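 active = inhibition of 40% or more at the single tested concentration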;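 also: wild-type TIM10 isogenic control strain grown at permissive 25 °C; 0% = DMSO yeast wells and 100% = minimal medium wells without yeast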
UPR CHOP act – apoptotic UPR (CHOP) activation; AID 449763; activation, % at 10 µM; CHO-CHOP luciferase reporter, luminescence; percent of tunicamycin response over DMSO baseline; actives 0.34% (n = 330,000);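 active = at 10 µM dose, activation of 40% or more, normalized to positive control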;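 also: 100% = tunicamycin at 10 µg/mL and 0% = DMSO alone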
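measured by = luciferase luminescence | assay system = CHO-CHOP cells, stable luciferase reporter of PERK-eIF2a-CHOP signalling | amount = 500 reporter cells seeded per well | timing = 6 h compound exposure at 37 °C after overnight seeding | controls = positive tunicamycin 10 µg/mL, negative DMSO alone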
NR3A LBD binder – modulates the human NR3A ligand-binding domain; NR3A LBD differential scanning fluorimetry, Tm shift; 0% = protein alone, 100% = glycine-bound protein; Tm shift relative to glycine control, % at 25 µM; actives 2.5% (n = 340,000); AID 1259313;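 active = melting temperature shift of at least 10% of the positive control shift, at one fixed dose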
XBP1 UPR activ – adaptive UPR (XBP1) activation; actives 0.33% (n = 330,000); AID 463104; CHO-XBP1 luciferase reporter, IRE1-XBP1 UPR activation, luminescence; percent of tunicamycin response, DMSO as zero; activation, % at 20 µM;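 active = versus positive control, 20 µM dose yields 30% or more activation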;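 also: 100% = tunicamycin at 10 µg/mL and 0% = DMSO only wells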
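Assay system: CHO-XBP1 luciferase reporter cells; Schedule: 6 h treatment, 37 °C; Detection: glow luminescence from Steady-Glo reagent; Benchmarks: high control tunicamycin 10 µg/mL final, low control DMSO vehicle only.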
NALP3 yeast inh – blocks the NALP3 inflammasome reconstituted in yeast. Yeast reconstituted NLRP3/ASC/caspase-1, beta-gal luminescence, 24 h. inhibition, % at 10 µM. actives 0.39% (n = 330,000). AID 2825;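 active = inhibition of 50% or more; inactive = inhibition below 50%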;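 also: plate controls were induced DMSO wells for no effect and uninduced yeast grown without galactose for full effect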
* marks the source's active call; other numbers are inactive results; . = not tested or not shown.

SMILES	tim23-1 inh	tim10-1 inh	Mdm2-MdmX inh	APJ ag	TIM10 inh	UPR CHOP act	NR3A LBD binder	XBP1 UPR activ	NALP3 yeast inh
CCOc1ccc(C2C(C(=O)c3cccs3)=C(O)C(=O)N2CCCn2ccnc2)cc1 (stereo not given)	11	14	-31	7	-20	3.2	3	-2	-8
N#Cc1ccc(COC(=O)CSc2nnc(C3CCCCC3)n2N)cc1	13	8	18	4	-2	1.3	-4	-3	7
C=CCn1c(=O)c2c(nc3n2CCCN3CCc2ccc(OC)c(OC)c2)n(C)c1=O	20	21	-25	0	2	-1.2	-2	0	16
CCC1(c2ccccc2)NC(=O)N(CC(=O)Nc2ccc(S(N)(=O)=O)cc2)C1=O (stereo not given)	6	-18	6	1	7	-2.2	0	-4	-10
COc1ccc(/C=C/C(=O)OCC(=O)Nc2cc3oc4ccccc4c3cc2OC)cc1	2	0	82*	3	-22	115*	.	163*	6
Cc1cccc(N(C)S(=O)(=O)c2nnc(NC(=O)c3ccco3)s2)c1	33	22	21	1	22	-2.1	2	-5	0
Cc1ccccc1C(C(=O)NCc1ccco1)N(CC1CCCO1)C(=O)Cn1nnc2ccccc21 (stereo not given)	9	6	1	-2	3	-0.7	-1	-4	3
c1ccc(Cn2nnc(CNc3ccccc3)c2-c2c(CNc3ccccc3)nnn2Cc2ccccc2)cc1	34	27	13	0	34	2.5	-9	-1	17
Cc1nc2sccn2c(=O)c1S(=O)(=O)Nc1ccc(N2CCOCC2)c(Cl)c1	29	6	27	3	-1	-0.1	-1	-2	-10
CCCCc1cc(=O)oc2cc(O)ccc12	12	28	9	-2	-8	1.1	1	0	7
Cc1cccc(N(C(=O)c2snc(C(N)=O)c2N)C(C(=O)NCC2CCCO2)c2ccc(N(C)C)cc2)c1 (stereo not given)	-5	-4	26	2	-2	0.4	-2	-2	0
C/C(=N\OCC(=O)Nc1ccc(Br)cc1)c1cccs1	17	-8	17	-3	-30	2.9	-33	1	17
O=C(NCCCN1CCN(c2cccc(Cl)c2)CC1)C1(S(=O)(=O)c2ccc(Cl)cc2)CC1	-11	21	6	-1	16	-1.6	-2	2	15
Cc1cc(=O)[nH]c(-c2ccc(C(F)(F)F)cc2)n1	1	5	13	-3	6	0.4	0	1	-8
Cc1cccc(NC(=O)NNC(=O)c2cc3occc3[nH]2)c1C	-7	-7	12	-1	1	-0.2	1	-3	1
COc1ccc(C(=O)CSc2nnc(NC(=O)C3CC(=O)N(c4ccccc4C)C3)s2)cc1 (stereo not given)	-12	9	-5	0	-27	-0.5	-5	0	10
O=C(CN1C(=O)NC2(CCCCC2)C1=O)NCC(=O)Nc1ccc(F)c(F)c1	0	-6	6	-2	-3	-0.2	2	-1	-7
COc1cccc(CNC(=O)CCC2CCCN(C(=O)c3ccccc3N(C)C)C2)c1 (stereo not given)	18	22	-9	-1	10	-1.7	-2	-2	9
Cc1ccc(NC(=O)C2C(=O)N(CCO)C3(C)CC2c2ccccc2O3)cc1 (stereo not given)	24	22	18	-5	4	4.5	-1	-1	13
O=C(CSc1n[nH]c(-c2ccncc2)n1)Nc1ccccc1C(F)(F)F	0	-10	7	1	17	0.9	0	-4	0
Cc1ccc(S(=O)(=O)N2CCC(C(N)=O)CC2)cc1C(=O)NC1CCCCC1	-7	-20	10	-4	-7	0.1	2	-4	15
CCC(C)(C)NC(=O)CN(Cc1ccc2c(c1)OCO2)C(=O)CCC(=O)Nc1ccccn1	5	5	9	-2	1	2.3	1	-3	14
N#C/C(=C\c1cccs1)C(=O)Nc1nccs1	16	16	-10	-5	21	3.8	-1	3	14
CCOC(=O)C1=NNC(C(=O)c2ccccc2)C1c1ccc(Cl)cc1 (stereo not given)	10	11	3	-12	-2	-1.5	-2	3	0
C=CCNC(=O)/C(C#N)=C/c1cn(-c2ccccc2)nc1-c1cccs1	-7	26	23	0	16	0.0	-18	5	9
COc1ccc(C(=O)C(Sc2nnc(C)c(=O)[nH]2)c2ccc(OC)cc2)cc1 (stereo not given)	0	0	-3	-3	5	-0.1	-2	-2	-4
CCCC(=O)N=C1SC2CS(=O)(=O)CC2N1c1ccc(CC)cc1 (stereo not given)	-2	-14	32	-4	1	0.1	2	-1	3
CCOC(=O)C1CCN(c2ncnc3c2cnn3-c2ccc(OC)cc2)CC1	33	18	3	-2	3	3.3	1	3	15
Cc1nc(N)ncc1C(=O)Nc1ccccc1	-8	7	19	-1	12	0.2	0	-2	-15
CC1=CC=CC2=NC(=O)CC(C)(C(=O)O)N12 (stereo not given)	6	-7	-23	-2	-14	2.3	0	-1	2

Ordered by value in NR3A LBD binder (low to high): 3 from the list above.
SMILES,NR3A LBD binder
N#C/C(=C\c1cccs1)C(=O)Nc1nccs1,-1
Cc1nc(N)ncc1C(=O)Nc1ccccc1,0
Cc1ccc(S(=O)(=O)N2CCC(C(N)=O)CC2)cc1C(=O)NC1CCCCC1,2

Full records, looked up by structure. Order of screens: tim23-1 inh	tim10-1 inh	Mdm2-MdmX inh	APJ ag	TIM10 inh	UPR CHOP act	NR3A LBD binder	XBP1 UPR activ	NALP3 yeast inh
Entry for `Cc1cccc(NC(=O)NNC(=O)c2cc3occc3[nH]2)c1C` → -7	-7	12	-1	1	-0.2	1	-3	1
Entry for `Cc1ccc(S(=O)(=O)N2CCC(C(N)=O)CC2)cc1C(=O)NC1CCCCC1` → -7	-20	10	-4	-7	0.1	2	-4	15
Entry for `CCOc1ccc(C2C(C(=O)c3cccs3)=C(O)C(=O)N2CCCn2ccnc2)cc1` (stereo not given) → 11	14	-31	7	-20	3.2	3	-2	-8
Entry for `CCC(C)(C)NC(=O)CN(Cc1ccc2c(c1)OCO2)C(=O)CCC(=O)Nc1ccccn1` → 5	5	9	-2	1	2.3	1	-3	14
Entry for `Cc1nc(N)ncc1C(=O)Nc1ccccc1` → -8	7	19	-1	12	0.2	0	-2	-15

Further entries.
SMILES	tim23-1 inh	tim10-1 inh	Mdm2-MdmX inh	APJ ag	TIM10 inh	UPR CHOP act	NR3A LBD binder	XBP1 UPR activ	NALP3 yeast inh
Cc1c(NC(=O)c2nn(CC(C)C)c(=O)c3ccccc23)c(=O)n(-c2ccccc2)n1C	-4	-23	17	1	-6	-1.7	2	-4	7
CC(C)Cn1c(SCC(=O)O)nnc1-c1cccc(S(=O)(=O)N2CCOCC2)c1	21	8	-10	-3	3	0.2	0	-1	4
C/C(CC(=O)Nc1cc(C)ccn1)=N\NC(=O)c1ccccc1C	10	10	12	-2	-13	1.5	-2	1	14
Cc1ccc(C(=O)NCC(=O)OCC(=O)N(CC(C)C)c2c(N)n(Cc3ccccc3)c(=O)[nH]c2=O)cc1C	3	28	-5	-4	5	-0.8	-1	-1	1
CCC(C)N1C(=S)SC(C)(C)C1N(O)C(=O)NC1CCCCC1 (stereo not given)	17	11	-26	2	-4	-0.8	-2	-4	23
O=C(COC(=O)CNC(=O)c1cccs1)Nc1ccccc1C(F)(F)F	-2	-10	6	-2	-13	0.8	-2	-2	14
CS(=O)(=O)c1ccc(Cl)c(NC(=O)CCCc2nc3ccccc3c(=O)[nH]2)c1	-5	-9	1	-2	7	2.6	-2	-2	10
Cn1cc([N+](=O)[O-])c(C(=O)NCc2ccccc2)n1	3	-10	7	2	-16	-2.5	-1	-2	12
Cc1ccc(S(=O)(=O)Nc2c(C)nc3nc(C)[nH]n3c2=O)c(C)c1	0	-14	-9	-1	-6	0.0	-2	0	2
CCOc1ccc(CNC(=O)C2CCCN(S(=O)(=O)N3CC(C)CC(C)C3)C2)cc1OC (stereo not given)	9	-6	-3	6	11	3.1	2	-3	-5
Cc1cccc(N2CCN(C(=O)c3ccc(CS(=O)Cc4cccc(Cl)c4)o3)CC2)c1C (stereo not given)	31	40	26	-2	16	-0.4	-10	-6	8
COc1ccc(C2=C(CC(=O)O)C(=O)CC2)cc1	-2	-6	17	-3	-2	-1.9	0	-1	18
O=C(Nc1ccc(Cl)c(Cl)c1)Nn1cnnc1	-3	-7	23	0	3	3.2	-2	-3	3
CCOc1ncccc1C(=O)N(C)CC(=O)Nc1ccc(F)cc1	2	4	-11	-3	9	-0.3	-1	-1	5
CCOC(=O)Cn1c(=O)oc2cc(S(=O)(=O)N3CCN(C(=O)c4ccco4)CC3)ccc21	4	22	-45	2	-6	1.3	6	-2	11
COc1ccc(NC(=O)CN(C)C(=O)CCSc2ccc(C)cc2)cc1	27	27	38	11	22	-1.9	0	0	2
Cc1cccc(NNC(N)=S)c1	17	15	4	2	14	0.5	0	0	3
Cc1ccc(OCc2nc(-c3ccc(-n4cccc4)cc3)no2)cc1C	-1	7	-7	-3	-1	-2.5	0	-4	11
S=c1[nH]nc(COc2ccccc2)n1/N=C/c1ccc(Br)s1	43	47*	20	-3	46*	0.0	-4	-2	35
O=C(CCCCC(=O)NC1CCCC1)NC1CCCC1	3	3	10	-2	-2	3.1	-1	-2	4
CCOC(=O)C1(P(=O)(c2ccc(Cl)cc2)c2ccc(Cl)cc2)CCC1	28	32	7	-3	24	-1.6	1	-6	11
COc1ccc(C(=O)NNC(=O)c2ccc(C(C)(C)C)cc2)cc1	2	-3	1	0	-6	-2.3	-1	0	23
CCN(CC(=O)Nc1c(F)cccc1F)C(=O)c1ccccc1F	-4	19	19	0	-7	-1.2	-1	1	8
CCOc1ccc(C(=O)Nc2ccccc2CC)cc1[N+](=O)[O-]	-39	-41	-11	3	-55	-1.2	0	-1	53*
Cc1cc(C)c(-n2[nH]nnc2=S)c(C)c1	9	15	-15	2	5	0.1	4	-3	11

6 neighbouring records already listed, quoted:
SMILES	tim23-1 inh	tim10-1 inh	Mdm2-MdmX inh	APJ ag	TIM10 inh	UPR CHOP act	NR3A LBD binder	XBP1 UPR activ	NALP3 yeast inh
S=c1[nH]nc(COc2ccccc2)n1/N=C/c1ccc(Br)s1	43	47*	20	-3	46*	0.0	-4	-2	35
O=C(CCCCC(=O)NC1CCCC1)NC1CCCC1	3	3	10	-2	-2	3.1	-1	-2	4
CCOC(=O)C1(P(=O)(c2ccc(Cl)cc2)c2ccc(Cl)cc2)CCC1	28	32	7	-3	24	-1.6	1	-6	11
COc1ccc(C(=O)NNC(=O)c2ccc(C(C)(C)C)cc2)cc1	2	-3	1	0	-6	-2.3	-1	0	23
CCN(CC(=O)Nc1c(F)cccc1F)C(=O)c1ccccc1F	-4	19	19	0	-7	-1.2	-1	1	8
CCOc1ccc(C(=O)Nc2ccccc2CC)cc1[N+](=O)[O-]	-39	-41	-11	3	-55	-1.2	0	-1	53*

Compounds were not picked by outcome; 8.2% or so of the library scored in one or more.
